Ins promoter up: MIN6 insulin promoter up-regulation; MIN6 insulin promoter-GFP reporter, high-content imaging; stronger effect = higher value; z-score at 5 µM; hit rate 0.3% among 190,000; AID 1625;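 active = z-score above 3 at 5 µM with at least 500 cells counted in the well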
HEK293 NOD2/NF-kB: NOD2 signaling inhibitors, cell-based, luminescence, uHTS, HEK293 (AID 1566); HEK293 NOD2/NF-kB luciferase reporter, luminescence; higher % means a stronger effect; hit rate 0.63% among 290,000; inhibition, % at 4 µM; hits with a dose series show EC50 in µM; in the data active = inhibition above about 50%; also: many of its hits are not listed in these tables
Dynein transport: dynein cargo transport inhibition; 3617.4 mouse cells, GR-EGFP nuclear translocation imaging; test concentration mostly 20 µM; stimulated with dexamethasone, 1 µM; stronger effect = lower value; z-score, hits read low; hit rate 0.47% among 220,000;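 active = plate z-score of nuclear minus cytoplasmic receptor signal below a set negative limit, without overly bright fluorescence or cell loss, cut at about -3.5 in these data, passing the limit was not always enough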;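 also: z-score of nuclear minus cytoplasmic ring GR-EGFP intensity difference per well; some compounds called inactive have numbers as strong as hits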
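Buffer or medium: tet-free medium with charcoal-stripped serum / Also added: dexamethasone agonist, 1.0 µM final, for 30 min / Timing: induction 48 h, compound 1 h, agonist 30 min / Measured by: high-content fluorescence imaging after fixation / Read-out: nuclear-to-cytoplasmic GR-EGFP distribution per well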
Autophagy HCS: alters autophagy in cells; MEF GFP-LC3 puncta imaging; test concentration mostly 10 µM; calls only at 10 µM (by protocol); hit rate 0.98% among 190,000; AID 463193;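 active = percentage of spot-positive cells more than 3 SD above its plate mean, without a fluorescence outlier flag or 80% toxicity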;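 also: spot-positive cell cutoff set from DMSO-treated cells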
Yfh1-depleted yeast: enhancers of respiration in Yfh1-depleted yeast, dose response, Friedreich's ataxia, plus single-dose screen (AID 1465); S. cerevisiae Yfh1-off respiration, WST-1 reduction, 72 h; higher fold induction means a stronger effect; one-dose fold induction at 50 µM; EC50 in µM for titrated hits; hit rate 0.074% among 220,000;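 active = fold induction of absorbance versus untreated yeast above a set limit, then at least 30% activation at any dose in follow-up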;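 also: activators that raise dye reduction in frataxin-depleted yeast; strong numbers were not always called active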
MT stabilizer: microtubule stabilization, imaging screen | HeLa tubulin immunostaining HCS, 24 h; share of cells brighter than vehicle mean+2SD | % tubulin-high responders, % at 10 µM | hit rate 0.83% among 200,000;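 active = plate Z-score above 3 for both tubulin-high and condensed-nucleus cell shares, with cell loss under 80%, at 10 µM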;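 also: anti alpha tubulin signal scored within the nucleus-defined area of each cell; some results filed as inactive read as strong as hits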
Lipid droplet: hepatic lipid droplet formation modulation | hit rate 0.4% among 240,000 | inhibition, % at 6.5 µM | AML12 mouse hepatocytes, oleate lipid droplets, BODIPY imaging;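 active = lipid droplet intensity inhibited by at least 50%, with more than 500 cells counted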
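System: AML12 hepatocytes (mouse). Probe or stimulus: oleic acid at 100 µM to induce lipid droplet formation. Times: overnight treatment with compound plus oleate. Detection: Image-based BODIPY and DAPI two-channel analysis. Evaluation: percent inhibition of filter-corrected integrated lipid droplet intensity per well.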
b-catenin transl: alters nuclear translocation of beta-catenin in HeLa cells | AID 1665 | hit rate 0.3% among 190,000 | immunofluorescence imaging | nuclear translocation activity, % at 5 µM;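 active = nuclear translocation activity above 50% at 5 µM, with a well cell count of 50 or more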;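 also: per-cell ratio of nuclear to cytoplasmic median beta-catenin stain intensity; plate controls were DMSO negative control for no effect and GSK-3 inhibitor IX positive control for full effect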
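Technique: fluorescence imaging of beta-catenin antibody stain plus DAPI / Material: human HeLa cell line / Incubation: compound treatment 24 h, 37°C, 5% CO2 / Read-out basis: % activation of per-cell nuclear versus cytoplasmic median beta-catenin signal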
WT yeast gro inh: growth inhibition of WT yeast, mitochondrial fusion screen; inhibition, % at 10 µM; mitochondrial fusion phenotypic screen, WT strain; hit rate 2.1% among 190,000; in the data active = inhibition above about 58%; tested in S. cerevisiae
WT yeast gro inh mutant strain: recorded beside WT yeast gro inh, whose call it bears; inhibition, %; mitochondrial fusion phenotypic screen, mutant strain inhibition
Dynein transport cytoplasmic EGFP: further read-out of Dynein transport, marked with its call; z-score; measured here: cytoplasmic GR-EGFP intensity; stronger effect = higher value
Dynein transport nuclear GR-EGFP: second read-out of Dynein transport, no call of its own (marks repeat the call); z-score; measured here: nuclear GR-EGFP intensity;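 lower value marks the stronger effect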
Dynein transport cell count: further read-out of Dynein transport, marked with its call; z-score; measured here: cell count per field
Ins promoter up cell count: recorded beside Ins promoter up, whose call it bears; cell count; measured here: cytotoxicity, nuclei count;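 total cells summed across four imaged fields per well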
Lipid droplet cells 6.5 µM: recorded beside Lipid droplet, whose call it bears; cell count; measured here: cell count, cytotoxicity flag;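 cells counted across two imaged fields per well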
b-catenin transl cell count 5 µM: also measured in b-catenin transl; calls as there; cell count; measured here: cell count, cytotoxicity flag
MT stabilizer Hoechst-high %: also measured in MT stabilizer; calls as there; % Hoechst-high responders; measured here: nuclear condensation Hoechst responders;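 share of cells brighter than vehicle mean plus two SD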
MT stabilizer cytotoxicity %: further read-out of MT stabilizer, marked with its call; toxicity, %; measured here: cytotoxicity by cell density;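 0% = mean cell density of plate MIN control wells and 100% = no cells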
Autophagy HCS cell loss 18 h: recorded beside Autophagy HCS, whose call it bears; toxicity, %; measured here: cell loss, nuclei count;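 cell loss after 18 h compound exposure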
* = called active by the depositor; i = inactive; x = no result given. This is a subset. The share of hits here may be higher or lower than overall.

SMILES | Ins promoter up | Ins promoter up cell count | HEK293 NOD2/NF-kB | Dynein transport | Dynein transport cytoplasmic EGFP | Dynein transport nuclear GR-EGFP | Dynein transport cell count | Autophagy HCS | Autophagy HCS cell loss 18 h | Yfh1-depleted yeast | MT stabilizer | MT stabilizer Hoechst-high % | MT stabilizer cytotoxicity % | Lipid droplet | Lipid droplet cells 6.5 µM | b-catenin transl | b-catenin transl cell count 5 µM | WT yeast gro inh | WT yeast gro inh mutant strain
CCOC(=O)C1CCCN(C(=O)CSc2ccc(Br)cc2)C1 (stereo not drawn) | 0.01 | 1293 | -3% | -1.4 | -0.29 | -0.37 | 0.89 | i | -2 | i | 4.7 | 3.2 | 6.0 | 7 | 676 | -1.0 | 1068 | 2 | 1
O=C(NNc1cccc(Cl)n1)c1ccc(Cl)cc1Cl | 0.37 | 1530 | -10% | -0.1 | -0.15 | -0.25 | 0.46 | i | -1 | i | 2.6 | 0.6 | 5.4 | x | x | 0.5 | 1442 | 7 | 1
COc1ccc(CNC(=O)C(=O)NCc2cccnc2)cc1 | 0.23 | 1366 | 17% | -0.57 | -0.3 | -0.3 | 0.78 | i | 10 | i | 1.2 | 1.2 | 0.4 | 5 | 624 | -0.8 | 1528 | 1 | 3
C[C@H](NC(=O)c1ccccc1)C(=O)Nc1nc(-c2ccccn2)cs1 | 0.06 | 1277 | 4% | 0.083 | -0.21 | 0.11 | 0.38 | i | -5 | i | 3.0 | 2.4 | 3.8 | 2 | 682 | -1.5 | 1157 | 10 | -7
Nc1ccc2nc(SCc3ccccc3F)sc2c1 | x | x | -74% | -1.4 | -0.14 | -0.66 | 0.53 | x | x | i | x | x | x | 11 | 726 | 2.6 | 1112 | x | x
CCOC(=O)Cc1csc(NC(=O)CSc2nnnn2-c2ccc(F)cc2)n1 | -1 | 1262 | 7% | 1.4 | -0.089 | 0.037 | -2.2 | i | 4 | i | 4.4 | 3.6 | 5.3 | x | x | 4.1 | 683 | -2 | -3
CCn1cc(S(=O)(=O)CC(=O)Nc2cc(C)ccc2C)c2ccccc21 | 0.22 | 912 | -8% | 1.3 | -0.29 | 1.1 | 0.24 | i | 4 | i | 6.5 | 2.2 | 9.3 | x | x | x | x | 2 | 0
CC(=O)Nc1ccc(S(=O)(=O)NNC(=O)COc2cccc3ccccc23)cc1 | -0.32 | 1472 | 3% | 0.078 | -0.23 | 0.5 | -0.87 | i | 6 | i | 5.4 | 4.1 | 5.4 | -10 | 713 | 0.9 | 1071 | 0 | -4
Cc1cc(=O)oc2cc(OCC(=O)Nc3ccc(S(=O)(=O)N(C)C)cc3)ccc12 | -0.27 | 1461 | 5% | 0.94 | -0.13 | 0.64 | -1.5 | x | x | i | x | x | x | -1 | 676 | -2.0 | 1122 | x | x
CCOC(=O)c1cc2c(C)n(-c3ccc(N(C)C)cc3)c(C)c2cc(C(=O)OCC)c1=O | -0.77 | 597 | 15% | 1.6 | -0.25 | 1.2 | -0.73 | i | 18 | i | 5.0 | 2.1 | 8.4 | x | x | 0.0 | 921 | -7 | 3
CCCCCc1n[nH]c2c1CCCC2 | 0.25 | 1062 | -6% | -0.18 | 0.17 | -0.0092 | 0.47 | x | x | i | x | x | x | 1 | 714 | 0.5 | 1265 | x | x
COCCn1c(-c2ccc(OC)cc2)cnc1SCC(=O)Nc1cccc2ccccc12 | -0.12 | 1812 | 15% | 0.29 | -0.21 | 0.44 | 1.1 | i | -27 | i | 2.3 | 1.8 | 7.9 | -12 | 669 | -0.2 | 1036 | 3 | -23
O=C(CSCc1c(Cl)cccc1Cl)NCC1CCCO1 (stereo not drawn) | 1.6 | 1360 | -14% | 0.47 | 0.27 | -0.28 | -0.045 | i | -4 | i | 3.9 | 1.9 | 1.1 | x | x | -1.7 | 1370 | 14 | -2
CCC(=O)N=c1sc2cc(F)cc(F)c2n1C | x | x | x | 1.1 | -0.016 | 0.91 | -1.2 | i | 5 | i | 10 | 1.9 | 5.8 | x | x | x | x | 20 | -6
Cc1ccccc1Nc1nc(N)nc(COC(=O)c2ccc(S(=O)(=O)N(C)C)cc2)n1 | 0.42 | 1344 | 0% | 0.31 | 0.28 | 0.5 | -0.15 | i | 15 | i | 2.7 | 1.2 | 0.7 | 10 | 593 | -0.6 | 1207 | 9 | 13
O=C(NCCO)c1ccc(CSc2nc3ccccc3[nH]2)cc1 | x | x | 2% | -0.6 | -0.3 | -0.64 | 0.23 | i | -7 | i | 4.2 | 2.2 | 4.9 | -1 | 685 | -1.8 | 947 | -8 | -2
COc1cc(CCC(=O)Nc2ccc(Cl)c(C(F)(F)F)c2)cc(OC)c1OC | 0.08 | 1279 | 28% | -0.88 | -0.051 | -0.72 | 1.1 | i | -17 | i | 2.9 | 2.0 | 8.7 | 24 | 660 | -3.1 | 584 | 11 | 15
CCCOc1ccc(N2C(=O)CC(N3CCN(CCN=CC4C(=O)CC(C)(C)CC4=O)CC3)C2=O)cc1 (stereo not drawn) | 0.52 | 1086 | 8% | -0.13 | 0.028 | 0.52 | -1.6 | i | 0 | i | 1.1 | 1.0 | 5.9 | 9 | 717 | 0.8 | 1124 | -2 | -23
CC1=C(C(=O)OCc2ccccc2)C(c2ccc([N+](=O)[O-])cc2)NC(=O)N1CCCCCC(=O)O (stereo not drawn) | -0.04 | 1207 | -2% | -0.015 | -0.24 | 0.29 | 0.38 | i | -2 | i | 2.8 | 2.5 | 9.6 | -2 | 716 | 0.5 | 569 | 9 | -7
NC1=C(Br)C(=O)c2ccccc2C1=O | x | x | 11% | 0.2 | -0.058 | -0.071 | -0.5 | x | x | i | x | x | x | -8 | 717 | 1.1 | 1024 | x | x
CC(C)CN1CCNC(=O)C1CC(=O)N(C)CC1CCOCC1 (stereo not drawn) | 0.4 | 1521 | 2% | 1.4 | -0.0026 | 0.93 | -1 | i | 3 | i | 1.2 | 2.0 | 12 | -9 | 503 | 0.4 | 1499 | -5 | -8
O=C(O)CCn1c(C(=O)O)cc2sccc21 | -0.02 | 786 | 9% | -1.1 | 0.099 | -0.28 | 0.13 | i | 3 | i | 2.4 | 1.6 | 7.6 | -2 | 792 | 0.0 | 933 | -2 | -13
O=C(O)COc1ccccc1Cc1ccccc1 | -0.28 | 1299 | -5% | 0.27 | -0.23 | -0.04 | -0.72 | i | 11 | i | 5.1 | 2.7 | 0.7 | x | x | -5.2 | 979 | 4 | 9
O=C(CSc1ccccn1)Nc1ccc2c(c1)OCCO2 | -0.54 | 998 | -65% | -0.52 | -0.23 | 0.14 | 0.73 | x | x | i | x | x | x | x | x | 0.1 | 1351 | x | x
Cc1ccc(-c2cc(C(=O)OCn3nnc4ccccc4c3=O)c3ccccc3n2)cc1 | x | x | -7% | 0.18 | -0.2 | 0.93 | -0.019 | i | -10 | i | 4.4 | 3.7 | 0.6 | 15 | 689 | 0.9 | 915 | 0 | -11

A draw from above in order of molecular weight, low to high:
SMILES | Ins promoter up | Ins promoter up cell count | HEK293 NOD2/NF-kB | Dynein transport | Dynein transport cytoplasmic EGFP | Dynein transport nuclear GR-EGFP | Dynein transport cell count | Autophagy HCS | Autophagy HCS cell loss 18 h | Yfh1-depleted yeast | MT stabilizer | MT stabilizer Hoechst-high % | MT stabilizer cytotoxicity % | Lipid droplet | Lipid droplet cells 6.5 µM | b-catenin transl | b-catenin transl cell count 5 µM | WT yeast gro inh | WT yeast gro inh mutant strain
NC1=C(Br)C(=O)c2ccccc2C1=O | x | x | 11% | 0.2 | -0.058 | -0.071 | -0.5 | x | x | i | x | x | x | -8 | 717 | 1.1 | 1024 | x | x
O=C(NCCO)c1ccc(CSc2nc3ccccc3[nH]2)cc1 | x | x | 2% | -0.6 | -0.3 | -0.64 | 0.23 | i | -7 | i | 4.2 | 2.2 | 4.9 | -1 | 685 | -1.8 | 947 | -8 | -2
Cc1ccc(-c2cc(C(=O)OCn3nnc4ccccc4c3=O)c3ccccc3n2)cc1 | x | x | -7% | 0.18 | -0.2 | 0.93 | -0.019 | i | -10 | i | 4.4 | 3.7 | 0.6 | 15 | 689 | 0.9 | 915 | 0 | -11
CC1=C(C(=O)OCc2ccccc2)C(c2ccc([N+](=O)[O-])cc2)NC(=O)N1CCCCCC(=O)O (stereo not drawn) | -0.04 | 1207 | -2% | -0.015 | -0.24 | 0.29 | 0.38 | i | -2 | i | 2.8 | 2.5 | 9.6 | -2 | 716 | 0.5 | 569 | 9 | -7
